Source: PubChem
Lipid droplet: inhibitors of hepatocyte lipid droplet formation, primary screen, imaging, high-throughput imaging, BODIPY stain. AML12 mouse hepatocytes, oleate lipid droplets. inhibition, % at 6.5 µM. 240,000 compounds, 0.4% hits. AID 1656, 2009;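 active = lipid droplet intensity inhibited by at least 50%, with more than 500 cells counted; inconclusive = wells with under 300 cells, treated as cytotoxic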
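Assay system: AML12 hepatocytes (mouse); Probe or stimulus: oleic acid at 100 µM to induce lipid droplet formation; Dosing: compound at 6.5 µM only; Schedule: compound with oleate, overnight; Detection: fluorescence imaging, 20x objective, two fields per well; Measure: % inhibition of lipid droplet signal.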
Autophagy HCS: autophagy modulators in MEF cells, primary screen, imaging, high-content, MEF GFP-LC3; MEF GFP-LC3 puncta imaging; test concentration mostly 10 µM; calls only at 10 µM (by protocol); 190,000 compounds, 0.98% hits;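 active = percentage of spot-positive cells more than 3 SD above its plate mean, without a fluorescence outlier flag or 80% toxicity; inconclusive = no clear call, values can overlap the other calls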;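 also: spot-positive cell cutoff set from DMSO-treated cells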
ER stress rescue: rescue of cells from ER stress-induced death, primary screen, 384-well, CSM14.1, thapsigargin, ATP luminescence (AID 1222). cellular ATP content (survival), % at 20 µM; hits with a dose series show EC50 in µM. 190,000 tested, under 10 active. CSM14.1 thapsigargin-induced death rescue, ATP luminescence; higher % means a stronger effect;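 active = EC50 below 50 µM in the dose-response confirmation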;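 also: death triggered by thapsigargin at about 15 µM added after 2 h compound pretreatment; cell ATP read after overnight thapsigargin exposure of roughly 18 to 22 hours; normalized against plate controls of thapsigargin alone and 5% DMSO vehicle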
Dynein transport: inhibitors of GR-EGFP nuclear translocation, primary screen, dynein cargo transport inhibitor project, imaging, high-content, 3617.4 mouse cells; z-score, hits read low; test concentration mostly 20 µM; stimulated with dexamethasone, 1 µM; stronger effect = lower value; AID 1381, 2008; 220,000 compounds, 0.47% hits;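 active = plate z-score of nuclear minus cytoplasmic receptor signal below a set negative limit, without overly bright fluorescence or cell loss, cut at about -3.5 in these data, passing the limit was not always enough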;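 also: z-score of nuclear minus cytoplasmic ring GR-EGFP intensity difference per well; some compounds called inactive have numbers as strong as hits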
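Buffer or medium: tet-free, stripped-serum medium; reagent: dexamethasone at 1.0 µM final, 30 min; incubation: 48 h induction, 1 h compound, 30 min dex at 37 °C; measured by: formaldehyde fixation, Hoechst nuclear stain, 10x automated fluorescence imaging; read-out: nuclear-to-cytoplasmic GR-EGFP distribution per well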
T cell HTS: modulators of CD8 T cell-vesicle binding, primary screen, mouse 2C CD8+ T cells, flow cytometry | calls only at 7 µM | 2C CD8+ T cell-vesicle binding; stronger effect = lower value | AID 2052, 2009 | 330,000 compounds, 0.068% hits;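 active = response, share of CD8 T cells binding vesicles, and their 90th percentile fluorescence all below set limits, cut at about 80% in these data, passing the limit was not always enough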
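incubation = binding step 1.5 h, 37 °C, antibody labelling 20 min, ice | test system = 2C mouse CD8+ T cells | read-out basis = percent CD8+ FL2 mean versus row control | controls = Peptide-free naked vesicles (low) and QL9 vesicles with 0.7% DMSO vehicle (high) | detection = flow cytometry of vesicle-bound cells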
PhoP inhibition: inhibitors of PhoP regulon expression, primary screen, Salmonella Typhimurium, GFP reporter (AID 1863); inhibition, % at 50 µM; hits with a dose series show IC50 in µM; S. Typhimurium PhoP-regulated promoter GFP reporter, 4 h; higher % means a stronger effect; 300,000 compounds, 0.16% hits;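 active = inhibition over 29.93%, a cutoff 3 SD above the screen mean, later confirmed by dose response; inconclusive = inhibition over 29.93% but no dose response follow-up; inactive = inhibition at most 29.93% or unconfirmed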;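 also: 0% = low Mg2+ inducing control and 100% = high Mg2+ repressing control; strong numbers were not always called active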
Ins promoter up: insulin promoter activators in MIN6 cells, imaging, high-content screening, mouse beta cells; 190,000 compounds, 0.3% hits; z-score at 5 µM; MIN6 insulin promoter-GFP reporter; stronger effect = higher value;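 active = z-score above 3 at 5 µM with at least 500 cells counted in the well; inconclusive = wells under 500 cells, flagged as cytotoxic or low count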
MT stabilize HCS: microtubule stabilizers in HeLa cells, primary screen, imaging, high-content imaging; HeLa tubulin immunostaining HCS, 24 h; share of cells brighter than vehicle mean+2SD; AID 2205, 2009; % tubulin-high responders, % at 10 µM; 200,000 compounds, 0.83% hits;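 active = plate Z-score above 3 for both tubulin-high and condensed-nucleus cell shares, with cell loss under 80%, at 10 µM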;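 also: anti alpha tubulin signal scored within the nucleus-defined area of each cell; some results filed as inactive read as strong as hits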
b-catenin transl: modulators of beta-catenin nuclear translocation, primary screen, imaging, HeLa cells, immunofluorescence, high-content. nuclear translocation activity, % at 5 µM. AID 1665, 2009. 190,000 compounds, 0.3% hits;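 active = nuclear translocation activity above 50% at 5 µM, with a well cell count of 50 or more; inconclusive = wells under 50 cells across six images, flagged as toxic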;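 also: per-cell ratio of nuclear to cytoplasmic median beta-catenin stain intensity; plate controls were DMSO negative control for no effect and GSK-3 inhibitor IX positive control for full effect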
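Test system: human HeLa cells, endogenous beta-catenin. Times: 24 h compound exposure, 37°C. Measured by: beta-catenin immunofluorescence imaging with DAPI.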
Dynein transport cytoplasmic EGFP: also measured in Dynein transport; calls as there; z-score; measured here: cytoplasmic GR-EGFP intensity; stronger effect = higher value
Dynein transport nuclear GR-EGFP: recorded beside Dynein transport, whose call it bears; z-score; measured here: nuclear GR-EGFP intensity;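 lower value marks the stronger effect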
Dynein transport cell count: second read-out of Dynein transport, no call of its own (marks repeat the call); z-score; measured here: cell count per field
Ins promoter up cell count: recorded beside Ins promoter up, whose call it bears; cell count; measured here: cytotoxicity, nuclei count;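 total cells summed across four imaged fields per well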
Lipid droplet cells 6.5 µM: recorded beside Lipid droplet, whose call it bears; cell count; measured here: cell count, cytotoxicity flag;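 cells counted across two imaged fields per well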
b-catenin transl cell count 5 µM: also measured in b-catenin transl; calls as there; cell count; measured here: cell count, cytotoxicity flag
T cell HTS vesicle-bound %: second read-out of T cell HTS, no call of its own (marks repeat the call); double positive events, %; measured here: CD8+ vesicle-bound cell fraction;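 binding gate set so that unloaded-vesicle control wells show 10% double positive cells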
MT stabilize HCS Hoechst-high %: second read-out of MT stabilize HCS, no call of its own (marks repeat the call); % Hoechst-high responders; measured here: nuclear condensation Hoechst responders;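 share of cells brighter than vehicle mean plus two SD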
MT stabilize HCS cytotoxicity %: also measured in MT stabilize HCS; calls as there; toxicity, %; measured here: cytotoxicity by cell density;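 0% = mean cell density of plate MIN control wells and 100% = no cells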
Autophagy HCS cell loss 18 h: also measured in Autophagy HCS; calls as there; toxicity, %; measured here: cell loss, nuclei count;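 cell loss after 18 h compound exposure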
An asterisk follows results filed as active; i = inactive; u = inconclusive; x = no result given.

smiles	Lipid droplet	Lipid droplet cells 6.5 µM	Autophagy HCS	Autophagy HCS cell loss 18 h	ER stress rescue	Dynein transport	Dynein transport cytoplasmic EGFP	Dynein transport nuclear GR-EGFP	Dynein transport cell count	T cell HTS	T cell HTS vesicle-bound %	PhoP inhibition	Ins promoter up	Ins promoter up cell count	MT stabilize HCS	MT stabilize HCS Hoechst-high %	MT stabilize HCS cytotoxicity %	b-catenin transl	b-catenin transl cell count 5 µM
O=[N+]([O-])c1cc(C(F)(F)F)ccc1NCCNC(=S)Nc1ccc(Cl)cc1	x	x	i	1	-1.0%	-0.12	-0.11	-0.14	-0.065	i	50	13%	-0.35	1323	0.4	0.3	5.6	-0.9	1365
CC1CCN(S(=O)(=O)c2ccc(NC(=O)CSc3nnnn3C)cc2)CC1	0	557	i	2	-2.0%	-0.025	-0.12	0.51	0.71	i	41	19%	-0.54	2003	2.1	2.1	12	-3.9	1109
Cc1ccc2nsnc2c1NC(=O)Cc1ccc(Cl)cc1	-13	656	i	-7	0.0%	-0.6	-0.32	-0.22	0.9	i	43	-6%	0.36	1231	2.6	2.7	8.0	-0.4	981
CC(=O)Nc1cc2c(ccc3ccccc32)oc1=O	-3	735	i	6	-1.4%	-0.57	-0.28	-0.35	1	i	55	2%	0.2	1314	4.7	2.6	3.7	0.2	911
COc1ccc(/C=C/c2cc(C(=O)O)c3ccccc3n2)cc1	13	741	x	x	x	-1.3	-0.11	0.047	0.9	i	34	-11%	-0.37	1112	x	x	x	0.4	1292
O=c1cc(-c2ccccc2)nc2nc(CCc3ccccc3)[nH]n12	6	744	i	-7	-3.3%	0.14	-0.17	0.058	0.66	i	36	-8%	x	x	3.8	1.9	5.0	x	x
Fc1ccc(C2CC(c3ccc(F)cc3)n3ncnc3N2)cc1 (stereo unspecified)	x	x	i	6	-0.1%	-0.97	-0.32	-0.25	0.18	i	6	9%	2.5	1232	4.7	2.9	6.3	-5.6	826
COc1cccc(-c2cc(C(F)(F)F)nc(-n3cccn3)n2)c1	8	726	i	1	-0.6%	-0.26	-0.16	0.013	-0.022	i	15	1%	x	x	1.7	2.8	8.8	x	x
CCCN1C(=O)c2ccccc2NC1c1ccc(C)cc1 (stereo unspecified)	21	694	i	1	0.1%	-0.28	-0.094	-0.27	0.69	i	52	-9%	x	x	2.0	2.0	6.3	-0.7	1134
N/C(=N\OC(=O)Cc1ccccc1[N+](=O)[O-])c1ccccn1	-2	747	i	5	-1.5%	0.91	0.3	0.7	-1	i	56	-9%	0.58	1261	3.2	1.9	8.0	-0.1	1460
O=C(Nc1ncc(C(F)(F)F)cc1Cl)C1COc2ccccc2O1 (stereo unspecified)	-6	795	i	-2	-4.7%	0.61	-0.31	0.55	0.51	i	33	6%	0.77	1263	2.4	2.1	29	2.0	895
Cc1cccc(OCC(=O)Nc2ccc(C(=O)c3ccc(C(=O)O)cc3)cc2)c1	2	631	i	-4	2.0%	0.13	-0.18	0.77	-1	i	47	-8%	-0.75	1581	2.2	2.7	6.7	-3.9	1101
CC(=O)NCc1ccc(S(=O)(=O)N/N=C/c2ccc(Br)cc2)cc1	-22	515	i	-4	-2.5%	0.44	-0.1	0.37	-0.76	i	59	3%	1.4	1405	1.8	1.3	1.2	0.7	907
CC(C)CC(=O)N(Cc1ccc(F)cc1)C1CCS(=O)(=O)C1 (stereo unspecified)	-5	705	i	8	-1.5%	0.086	-0.33	-0.069	0.4	i	59	-4%	1.2	1519	1.1	2.0	7.5	-0.3	1537
CCN(Cc1ccccc1)C(=O)COc1cc(=O)n(CC)c2ccccc12	-5	700	i	-10	-0.2%	-0.13	0.13	-0.19	0.37	i	8	-4%	-0.42	889	2.2	1.6	19	x	x
O=C(CN(c1ccccc1)S(=O)(=O)c1ccccc1)N1CCOCC1	17	607	i	9	1.9%	-1.3	-0.16	-1.1	0.87	i	28	1%	0.49	1418	1.7	1.4	7.0	-0.5	1509
O=C(Nc1cccnc1)c1noc2c1CCCC2	3	794	i	-11	1.5%	-1.1	-0.17	-0.26	0.6	i	37	0%	1.6	1103	2.9	2.6	6.1	-7.0	1177
CCOCCCNc1nc2nc3ccc(C)cn3c(=O)c2cc1C(=O)NCC1CCCO1 (stereo unspecified)	-4	636	i	22	-1.0%	-0.76	-0.18	-0.57	-0.73	i	28	1%	-0.32	1015	2.2	2.7	5.7	0.5	1530
COc1cccc(-c2nnc(NC(=O)c3cccc(F)c3)o2)c1	-1	709	x	x	x	0.25	0.48	0.67	-0.46	i	8	5%	0.18	1001	x	x	x	-0.2	1223
C/C(Cl)=C/CSc1nn2c(=O)c3ccccc3nc2s1	-6	765	i	-10	-2.8%	1.7	-0.22	1.5	-0.32	i	22	0%	0.08	798	2.2	1.5	5.0	-3.0	1111
CN(C(=O)CSc1nc2c(c(=O)[nH]1)CCC2)c1ccccc1	3	722	i	19	3.5%	-0.75	-0.24	-0.21	0.95	i	37	-3%	1	1221	1.2	1.2	4.5	0.0	1089
CCC(=O)N1c2ccccc2-c2nnc(SC)nc2OC1c1ccc(OC)c(OC)c1 (stereo unspecified)	x	x	i	22	-0.5%	-1	-0.17	-0.47	-0.07	i	63	7%	-0.44	885	1.8	3.6	7.1	x	x
COC(=O)c1ccc(C(C(=O)NC2CCCCC2)N(Cc2ccc(F)cc2)C(=O)Cc2cccs2)cc1 (stereo unspecified)	-12	538	i	0	-0.2%	-0.77	-0.29	-0.57	0.85	i	35	0%	-0.45	1222	3.2	1.9	7.4	-1.8	1188
Cc1cccc2c(=O)cc(C)n(CC(N)=O)c12	-1	716	x	x	x	0.53	-0.097	0.71	-0.086	i	40	2%	1.2	1014	x	x	x	0.5	1187
COc1ccc(Cn2c(C)nc3oc4cc(OC)ccc4c(=O)c3c2=O)cc1	x	x	i	5	1.4%	0.044	-0.22	0.43	-0.17	x	x	-3%	0.35	1272	1.8	1.5	4.9	1.0	1154
COC(=O)Cn1c(=NC(=O)C(C)C)sc2c(C)cc(C)cc21	-2	615	i	6	0.4%	-0.48	-0.093	-0.053	0.73	i	33	5%	0.79	1932	4.5	4.5	9.1	0.5	1093
COc1ccccc1CNC(=O)CCc1nc2ccccc2c(=O)[nH]1	4	718	i	0	-0.3%	-0.14	0.098	0.28	-1.2	i	24	2%	1.3	917	1.1	1.1	6.0	-0.1	1111
O=C(C[N+]1(CC#Cc2ccccc2)CCOCC1)c1ccc(Cl)cc1	0	676	i	28	-1.0%	-2	-0.29	-0.92	2.1	i	45	8%	-0.35	1088	3.7	1.7	8.7	1.2	1022
CCNc1nc(NCC)nc(N/N=C/c2ccc(O)c(OC)c2)n1	12	750	x	x	x	0.12	-0.14	-0.033	0.18	i	58	-11%	x	x	x	x	x	1.3	1288
Cc1cc(C)c(C)c(S(=O)(=O)N2CCN(C(=S)NCC3CCCO3)CC2)c1C (stereo unspecified)	11	666	i	16	1.3%	1.2	-0.28	1.2	-1.3	i	25	-9%	-0.84	1254	7.3	2.6	7.1	-4.4	1076
Cc1no[n+]([O-])c1COc1cccc(/C=C2\N=C(c3ccccc3)OC2=O)c1	3	720	i	-23	7.3%	-0.95	-0.052	-0.73	-0.27	i	23	u	0.91	1439	2.4	2.7	1.8	-1.8	565
CCOc1cc(NC(=O)c2cccs2)c(OCC)cc1NC(=O)CCC(=O)NCC1CCCO1 (stereo unspecified)	1	686	i	5	1.1%	-0.1	-0.32	0.49	0.84	i	44	-5%	-0.12	1197	5.8	3.2	4.7	-1.2	1115
COc1ccc(/C=N/O)cc1COc1ccc(NC(C)=O)cc1	6	768	i	1	-2.5%	-0.86	-0.22	-0.23	0.6	i	31	-3%	0.26	1037	3.4	1.5	4.8	-0.5	1109
CCCCC(=O)OCc1nc2ccccc2s1	-6	679	i	2	-1.5%	-0.56	-0.26	0.04	0.1	i	36	-10%	0.41	1304	2.5	3.0	9.6	-6.5	1127
